UGM FP inh – Mtb UDP-galactopyranose mutase inhibition. P9WIQ1. purified UGM, fluorescence polarization probe displacement. inhibition, % at 10 µM. 320,000 tested, 0.06% active. AID 504406; in the data active means inhibition above about 10%, passing the limit was not always enough; inconclusive means no clear call, values can overlap the other calls
Target sequence (P9WIQ1 whole entry, looked up): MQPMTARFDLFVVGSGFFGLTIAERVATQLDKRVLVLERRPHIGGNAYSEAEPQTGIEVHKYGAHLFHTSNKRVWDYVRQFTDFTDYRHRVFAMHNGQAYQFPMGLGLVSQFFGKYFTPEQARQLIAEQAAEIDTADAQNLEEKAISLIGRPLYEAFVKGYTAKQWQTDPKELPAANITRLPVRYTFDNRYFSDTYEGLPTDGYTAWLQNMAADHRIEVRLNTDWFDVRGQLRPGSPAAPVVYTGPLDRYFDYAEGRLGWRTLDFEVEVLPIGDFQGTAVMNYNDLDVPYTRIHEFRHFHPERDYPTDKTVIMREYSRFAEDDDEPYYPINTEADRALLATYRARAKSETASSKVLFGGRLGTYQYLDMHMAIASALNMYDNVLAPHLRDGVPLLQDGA
GDH-TPI inh – inhibits GDH-TPI coupling enzymes, artifact for Mtb FBA screen. GDH-TPI coupled enzyme counterscreen, NADH absorbance. inhibition, % at 4.8 µM. 360,000 tested, 1.2% active. AID 588335;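 further: 0% = DMSO wells and 100% = wells lacking the enzyme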
MazEF act – activators of E. coli MazEF toxin-antitoxin RNase. P0AE70. FAM/BHQ RNA-DNA oligo cleavage fluorescence, 5 h. activation, % at 20 µM. 350,000 tested, 0.32% active. AID 504720; in the data active means activation above about 50%
BoNT F protease – blocks Botulinum neurotoxin F light chain protease. Multiplex microsphere protease cleavage assay, flow cytometry. inhibition, % at 10 µM. 360,000 tested, 0.22% active. AID 588497; in the data active means inhibition above about 35%, passing the limit was not always enough; inconclusive means no clear call, values can overlap the other calls; further: plate controls were buffer without enzyme for full effect and enzyme alone for no effect
DUSP3 inh – inhibitors of human VHR1 phosphatase (DUSP3). P51452. recombinant VHR phosphatase, pNPP absorbance. inhibition, % at 13.3 µM. 290,000 tested, 0.52% active. AID 1654; in the data active means inhibition above about 50%; further: some compounds called inactive have numbers as strong as hits
Target sequence (P51452 whole entry, looked up): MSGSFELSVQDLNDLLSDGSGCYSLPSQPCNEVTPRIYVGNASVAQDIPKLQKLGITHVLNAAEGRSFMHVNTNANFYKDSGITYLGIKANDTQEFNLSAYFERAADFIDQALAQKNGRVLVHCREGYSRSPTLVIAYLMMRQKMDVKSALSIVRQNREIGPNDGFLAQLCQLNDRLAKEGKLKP
BioA inh – blocks M. tuberculosis BioA enzyme activity; purified M. tuberculosis BioA enzyme, plate reader; inhibition, % at 9.99 µM; 360,000 tested, 0.096% active; AID 602481; in the data active means inhibition above about 40%; inconclusive means no clear call, values can overlap the other calls
FadD28 FP inh – M. tuberculosis FadD28 bisubstrate binding inhibition; 360,000 tested, 0.22% active; inhibition, % at 12.5 µM; FadD28 bisubstrate probe binding, fluorescence polarization; AID 588549; in the data active means inhibition above about 8.5%, passing the limit was not always enough; inconclusive means no clear call, values can overlap the other calls
Rv3671c protease – inhibitors of M. tuberculosis serine protease Rv3671c; P9WHR9; inhibition, % at 5.96 µM; 320,000 tested, 0.048% active; AID 2606; in the data active means inhibition above about 38%;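 further: extracellular domain of Rv3671c used as enzyme; 0% = enzyme with DMSO and 100% = no enzyme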
Target sequence (P9WHR9 whole entry, looked up, the tested form may be a part): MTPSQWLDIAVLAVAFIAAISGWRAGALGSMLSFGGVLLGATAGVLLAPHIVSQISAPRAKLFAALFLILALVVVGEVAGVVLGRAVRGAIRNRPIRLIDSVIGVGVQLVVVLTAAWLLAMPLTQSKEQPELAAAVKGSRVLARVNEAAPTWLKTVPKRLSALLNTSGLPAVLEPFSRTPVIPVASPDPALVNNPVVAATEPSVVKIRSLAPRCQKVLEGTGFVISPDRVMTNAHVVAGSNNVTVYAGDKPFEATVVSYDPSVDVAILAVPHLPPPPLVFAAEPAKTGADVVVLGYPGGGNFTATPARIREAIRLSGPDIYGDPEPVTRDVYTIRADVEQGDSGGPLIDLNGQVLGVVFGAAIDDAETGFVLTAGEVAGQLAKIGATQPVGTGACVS
FBA Mtb inh – Mtb fructose-bisphosphate aldolase inhibition | AID 588726 | 360,000 tested, 2.3% active | inhibition, % at 1 µM | purified M. tuberculosis FBA, fluorescence read-out; in the data active means inhibition above about 27%;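 further: 0% = vehicle and 100% = reference inhibitor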
CCHF vOTU inh – CCHFV vOTU protease inhibition | Pep-AMC fluorescence | inhibition, % at 11.5 µM | 370,000 tested, 0.55% active | AID 651958; further: 0% = vehicle wells with enzyme and 100% = no enzyme wells
Active calls of the source: *; ? = inconclusive; · = not tested or not shown. Unless noted, no stated cut-off is given here; in the data, active means inhibition above about 30%; inactive means the rest. Rows were taken by chance; overall some 4.9% were active at least once.

SMILES	UGM FP inh	GDH-TPI inh	MazEF act	BoNT F protease	DUSP3 inh	BioA inh	FadD28 FP inh	Rv3671c protease	FBA Mtb inh	CCHF vOTU inh
c1ccc(-c2ccc(-c3nc(-c4cccnc4)no3)cc2)cc1	-0.6	0	-1	-9	-8	2.1	1.1	2	4	1
Cc1cc(F)cc(-c2cc(C(=O)NCc3ccccc3)[nH]n2)c1	·	-2	·	-5	·	-0.8	-0.8	·	-2	6
CCn1c(C(=O)N2CCC(C(=O)NCc3ccc(OC)cc3)CC2)cc2sccc21	2.1	7	11	-7	18	-0.3	-3.1	-3	-1	13
O=C(c1cc(-c2ccncc2)nc2ccc(Cl)cc12)N1CCN(C(=O)C2CCCO2)CC1 (stereo not drawn)	3.3	10	0	4	10	-2.3	-0.9	-2	0	1
CC1C(=O)N(Cc2cn(CC3CCCCC3)nn2)CCS(=O)(=O)N1Cc1ccc(-c2ccc(Cl)cc2)cc1 (stereo not drawn)	·	18	-2	-1	·	-1.8	-2.4	·	2	·
CCOc1cc(S(=O)(=O)N2CCC(C(N)=O)CC2)ccc1F	-0.6	1	2	-2	13	0.3	-2.9	0	1	-14
OC1(c2ccc(Br)cc2)CCN(Cc2cccc(Br)c2)CC1	0.4	-7	4	?	0	0.3	-6.2	-1	2	5
O=C(NN1CCOCC1)NC12CC3CC(CC(C3)C1)C2	-1.1	-1	1	1	0	·	-0.8	5	4	-4
CSCC[C@H](NC(=O)NCCc1ccc(F)cc1)C(=O)O	-2.0	7	-3	8	28	-1.0	-1.0	-1	0	-3
CC(C)(C)NC(=O)C(c1ccncc1)N(Cc1cccs1)C(=O)Cn1nnc(-c2ccc(F)cc2)n1 (stereo not drawn)	-0.2	2	-4	10	53*	-1.7	1.3	2	3	9
C=CCNc1ccc(F)c(F)c1N1CCCCCC1=O	-0.6	13	5	1	4	-0.3	-0.5	-18	4	2
COc1ccc(NC(=O)CN(C)C(=O)CCSc2ccc(F)cc2)cc1	·	4	-7	-2	·	1.1	2.1	·	4	5
CCn1c(=O)c(C(=O)NNC(=O)c2ccc(Cl)cc2Cl)c(O)c2ccccc21	-0.1	3	8	-2	7	-4.8	-1.2	-2	-2	-8
Cc1cc(OCC(=O)Nc2ccccn2)c2c(C)c(C)c(=O)oc2c1	2.5	-6	7	-11	-12	-1.6	-1.8	2	11	10
Cc1ccc2nc(-c3ccc(F)cc3)c(Cc3ccccn3)n2c1	·	·	·	-5	·	2.1	-2.3	·	12	-5
CCc1nnc(NC(=O)CN2CCN(c3cccc(OC)c3)CC2)s1	2.5	0	0	-7	-4	-1.7	-2.5	6	1	-1
NC(=O)c1ccc(C(F)(F)F)n(Cc2ccccc2Cl)c1=O	-1.6	13	3	4	17	-0.7	-2.4	-11	-2	11
C=C(C)CSc1nc2ccccc2c(=O)n1-c1c(C)n(C)n(-c2ccccc2)c1=O	3.0	5	3	0	34	·	-3.2	-1	1	-11
COc1ccc(NC(=O)c2ccccc2[N+](=O)[O-])cc1	1.5	16	2	8	55*	-0.6	-1.1	7	1	-10
C=C(C)COc1ccc(-c2[nH]ncc2-c2ccccc2OC)c(O)c1	-3.5	-17	4	-39	22	2.4	-8.4	0	-12	29
Cc1ccc(NC(=O)c2cc(C)n(-c3ccccc3)c2C)cc1	0.2	14	2	0	-8	3.8	-4.4	-2	-4	-3
CNC(=S)N/N=C(\C)c1cccc(C(F)(F)F)c1	0.2	1	1	-4	14	·	4.9	-1	0	-3
CC(C)NC(=O)C1(C)CCCN1C(=O)c1ccccc1Br (stereo not drawn)	·	11	·	9	·	-0.3	-0.9	·	1	0
Nc1cc(C(=O)OCC(=O)NNC(=O)c2ccccc2F)ccc1Cl	-2.3	7	5	-9	·	-0.8	-1.0	-7	2	-5
COc1ccc(NC(=O)CSc2nnc(N)n2CC(=O)Nc2ccc(OC)cc2)cc1	-0.2	-6	0	-1	31	-1.7	-3.1	5	0	-5
Cc1ccc(NC(=O)c2sc(N)nc2C)cc1	0.1	11	6	?	2	1.3	-0.6	2	-2	-9
CCOC(=O)CNC(=S)N(Cc1ccccc1)Cc1cccnc1	1.7	3	3	1	16	-0.6	-0.3	-3	0	-9
CCN(Cc1ccncc1)C(=O)c1cc(COc2c(F)cccc2F)on1	-3.6	7	-6	-3	-9	-1.1	0.8	-2	1	4
CCCN(CCC)S(=O)(=O)c1ccc(C(=O)NNC(=O)c2cc(OC)c(OC)c(OC)c2)cc1	2.6	17	13	·	23	-0.7	-2.8	2	1	4
O=C(c1coc2ccccc2c1=O)N1CCN(c2cccc(C(F)(F)F)c2)CC1	2.2	9	1	-27	12	-0.2	-4.7	0	2	1
CCc1ccc(NC(=O)CCc2c(C)nn(-c3ccc(N4CCOCC4)nn3)c2C)cc1	-4.9	4	10	-6	11	-0.5	-1.3	5	-2	-5
Nc1nc(Sc2ccc([N+](=O)[O-])c3nonc23)c2[nH]cnc2n1	·	16	60*	-9	·	·	-2.6	·	-4	14
O=C(c1ccccc1)C1CCN(CC(=O)N2CCN(c3ccccc3)CC2)CC1	-0.5	-4	-2	-11	0	0.9	-2.0	-10	0	-3
O=C(Nc1ccccc1)Nc1ccc(Oc2ncnc3cc(Cl)ccc23)nc1	-0.5	·	-22	·	12	·	·	0	·	·
OCCN(CCO)CC(O)CN(c1ccccc1)c1ccccc1 (stereo not drawn)	-0.5	5	1	·	0	-0.9	-1.0	5	1	-6
COc1cccc(NC(=O)Nc2ccc(F)cc2)c1	·	-1	6	-6	·	0.9	-5.3	·	-3	-16
O=C1CCC(NC(=O)c2ccccc2)C(=O)N1 (stereo not drawn)	-4.2	-12	8	-10	31	·	-0.3	·	3	-6
CCCC(NC(=O)c1ccco1)c1nc2ccccc2[nH]1 (stereo not drawn)	-1.2	-8	2	-4	-2	·	-3.2	12	-1	4
CC(=O)N1CCCc2ccc(NS(=O)(=O)c3ccccc3)cc21	3.1	6	-8	8	·	·	-1.0	-7	4	7
COC(=O)c1nnn(-c2nonc2N)c1CSc1ccccn1	1.8	0	-1	-1	15	5.7	-0.6	-1	-3	1
CCSc1nnc(NC(=O)COc2ccc(Cl)cc2)s1	-1.0	-12	-3	1	12	·	-4.3	7	0	16
CCn1c(CNc2ccc(F)cc2)nnc1SCC#N	1.2	4	3	-4	7	·	-1.2	4	3	1
O=C(CSc1nc(-c2ccccc2Cl)ns1)NCc1ccco1	-0.8	3	0	-10	20	·	-2.2	3	-1	-2
COc1cc(NC(=O)CCc2c(C)nc3nc(C)nn3c2C)cc(OC)c1	0.6	-9	6	-6	7	1.6	-2.9	11	4	-7
CCOC(=O)C1CCCN(c2c(Nc3ccc(OCC)cc3)c(=O)c2=O)C1 (stereo not drawn)	-0.3	22	-13	1	-13	2.2	0.1	-3	-1	3
Cc1cc(C)cc(OCC(=O)N/N=C\c2cn(C)nc2C)c1	-2.2	-11	-4	-14	-5	-1.1	-2.3	2	-1	-8
C=CCNc1cc(C)oc(=O)c1C(=O)CCC	-1.5	7	-1	-11	2	0.5	-1.8	6	4	0
O=C(Nc1ccc(NC(=O)C2CC2)nc1)c1cccs1	-1.6	9	-1	-1	-4	-0.5	-0.2	8	1	16
Cn1c(SCc2ccc(F)cc2Cl)nc2ccccc2c1=O	-0.7	-5	2	-3	·	0.3	-1.8	-3	4	3
CN=C(Nc1cc(C)nn1-c1ccccc1)c1ccccc1	-0.5	6	2	0	3	-1.3	0.1	-3	3	-8
CCN(CC)C1=N/C(=C\c2ccc(OC)cc2)C(=O)N1c1ccccc1	·	12	-4	-5	39	2.3	-4.5	-11	7	10
CC(C)(C)C(=O)Nc1ccc(C(=O)NCc2cccnc2)cc1	2.4	2	-2	4	14	-0.5	-3.0	-1	1	-8
O=C(COC(=O)c1cccnc1Cl)NC1CCCCCC1	-0.1	18	-27	0	·	-3.3	0.4	3	0	6
O=C(c1cnn(Cc2ccccc2)c1)N1CCN(S(=O)(=O)/C=C/c2ccccc2)CC1	-0.7	2	0	8	·	-1.8	0.3	1	3	4
O=C(Cc1ccc(Cl)cc1)NNC(=O)Nc1cccc2ccccc12	0.5	1	11	-2	19	-1.2	-1.9	-13	9	4
COc1ccc(CCNC(=O)CN(C)S(=O)(=O)c2ccc(Br)s2)cc1OC	1.5	7	3	-12	-8	·	-0.1	7	-1	-7
Cc1ccccc1CC1(CO)CCCN(C(=O)c2ccoc2)C1 (stereo not drawn)	·	5	2	-1	·	-0.8	-4.4	·	-2	-3
CN(C)CCCNC(=O)c1cc(C(=O)c2c(Cl)cccc2Cl)c[nH]1	-0.4	1	9	10	·	-0.9	·	-3	-1	-10
NS(=O)(=O)c1ccc(CCNC(=O)C2(S(=O)(=O)c3ccc(Cl)cc3)CC2)cc1	2.0	-8	16	27	30	0.0	-1.8	0	-2	-3
CCn1nc(C)cc1C(=O)Sc1cccc(Br)c1	-5.9	-10	1	?	20	0.2	-4.3	10	0	-16
Next section:
SMILES	UGM FP inh	GDH-TPI inh	MazEF act	BoNT F protease	DUSP3 inh	BioA inh	FadD28 FP inh	Rv3671c protease	FBA Mtb inh	CCHF vOTU inh
Cc1nnc(SCCN2C(=O)c3ccccc3C2=O)[nH]c1=O	-1.4	7	-7	0	-1	-3.1	-1.0	0	4	5
Cc1ccc2cc(CN(Cc3ccco3)C(=O)NCc3ccccc3)c(=O)[nH]c2c1C	1.4	-2	4	-6	-8	-1.4	-4.0	-2	3	-6
COc1ccccc1C(=O)Nc1ccc2c(c1)CCCN2C(=O)c1ccccc1	0.4	6	9	-1	34	-0.6	-5.6	-3	-1	16
COc1ccc(S(=O)(=O)N2CCC(C(=O)NC(c3nc4ccccc4[nH]3)C(C)C)CC2)cc1 (stereo not drawn)	0.3	-2	-1	-2	·	2.7	-3.5	7	0	15
CN(C)CCOCCOc1ccc(Cl)cc1C(C)(C)C	-1.3	6	-1	9	31	·	-1.7	-2	9	-4
Cc1cc(C(F)F)n2nc(C(=O)O)nc2n1	-0.5	0	-10	0	24	·	-1.3	5	-6	0
CC(C)c1ccc(-c2csc3nc[nH]c(=O)c23)cc1	-2.8	-1	12	?	30	-0.8	-3.1	-5	-1	8
Cn1ccnc1SCC(=O)c1ccc([N+](=O)[O-])cc1	0.2	2	4	-6	20	·	-0.5	-7	1	-6
COc1ccc(NC(=O)CSc2ccc3ccccc3c2)cc1S(=O)(=O)N1CCCCC1	2.3	-3	12	-4	-4	·	1.4	-60	-1	-1
Cc1cc(N(C)/N=C/c2ccccc2O)nc(-c2ccccc2O)n1	-0.6	7	4	-2	32	-1.2	-4.2	-1	1	7
O=C(Cc1cccs1)N(CC1CCCO1)C1(C(=O)NC2CCCC2)CCCCC1 (stereo not drawn)	0.7	7	-2	-11	4	-1.2	-3.3	3	0	-16
CC(NC(=O)CN1CCCC1)C12CC3CC(CC(C3)C1)C2 (stereo not drawn)	1.4	10	8	4	13	-0.5	-0.6	2	2	-9
O=C(Cn1ccc2ccccc2c1=O)Nc1ccc2c(c1)OCO2	-2.7	7	-5	-23	-9	-1.3	-1.7	6	1	18
C/C(N)=C(/C#N)C(=O)COC(=O)c1ccccc1O	0.0	-1	-1	-6	0	·	1.4	-1	-3	-20
C=CCN1C(=O)C(O)=C(C(C)=O)C1c1ccccc1F (stereo not drawn)	1.9	14	6	27	30	-0.3	-3.6	9	0	-1

Pulled by compound from the entries so far (3):
SMILES	UGM FP inh	GDH-TPI inh	MazEF act	BoNT F protease	DUSP3 inh	BioA inh	FadD28 FP inh	Rv3671c protease	FBA Mtb inh	CCHF vOTU inh
CC(C)NC(=O)C1(C)CCCN1C(=O)c1ccccc1Br (stereo not drawn)	·	11	·	9	·	-0.3	-0.9	·	1	0
Cc1ccc2nc(-c3ccc(F)cc3)c(Cc3ccccn3)n2c1	·	·	·	-5	·	2.1	-2.3	·	12	-5
COc1ccc(CCNC(=O)CN(C)S(=O)(=O)c2ccc(Br)s2)cc1OC	1.5	7	3	-12	-8	·	-0.1	7	-1	-7

Assay outcomes: PubChem BioAssay, several laboratories
